# Compound activity from PubChem.
# GPR55 activation – GPR55 agonists via beta-arrestin recruitment, primary screen, imaging, U2OS cells, beta-arrestin-GFP redistribution (AID 1961); G-protein coupled receptor 55 (Homo sapiens); U2OS GPR55 beta-arrestin-GFP redistribution imaging; higher % means a stronger effect; activation, % at 10 µM, or EC50 in µM where a hit was titrated; 290,000 compounds, 0.048% hits;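 active = activation above 40% with more than 50 cells counted in the well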;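 note: U2OS osteosarcoma cells stably expressing GPR55 and beta-arrestin-GFP; plate controls were DMSO negative control for no effect and LPI positive control for full effect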
# TNAP activators – human TNAP enzyme activators, primary screen, biochemical, luminescent, no phosphate acceptor, uHTS (AID 1001) | activation fold at 20 µM, or EC50 in µM where a hit was titrated | Alkaline phosphatase, tissue-nonspecific isozyme (Homo sapiens) | 200,000 compounds, 0.03% hits | purified TNAP, luminescent activation assay, no phosphate acceptor; higher activation fold means a stronger effect; in the data active = activation fold from about 3, or a potency from the dose series; inactive = the rest, 99 in 100 with activation fold below about 1.6; note: many of its hits are not listed in these tables
# KOR beta-arrestin-1 – KOR agonists, beta-arrestin recruitment, primary screen, cell-based, luminescence, uHTS (AID 1777); Kappa-type opioid receptor (Homo sapiens); KOR beta-arrestin recruitment, luminescence; higher % means a stronger effect; one-dose activation, % at 10 µM; EC50 in µM for titrated hits; 280,000 compounds, 0.02% hits; in the data active = activation above about 50%, passing the limit was not always enough; note: a part of the inactive calls stands beside numbers as strong as those of hits
# HEK293 NOD2/NF-kB – NOD2 signaling inhibitors, cell-based, luminescence, uHTS, HEK293 (AID 1566) | HEK293 NOD2/NF-kB luciferase reporter, luminescence; higher % means a stronger effect | inhibition, % at 4 µM; hits with a dose series show EC50 in µM | 290,000 compounds, 0.63% hits; note: many of its hits are not listed in these tables
# NTR1 agonist – agonists of NTR1, primary screen, imaging, U2OS cells, beta-arrestin-GFP, high content (AID 493036); activation, % at 20 µM; NTR1-U2OS beta-arrestin-GFP spot imaging, agonist mode; 330,000 compounds, 0.17% hits;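 active = activation at or above 40% of the spot to cytoplasm intensity ratio, with at least 20 cells analyzed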;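 note: 0% = DMSO without peptide and 100% = 100 nM NTR1 peptide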
# Target sequence (P30989 whole entry, looked up): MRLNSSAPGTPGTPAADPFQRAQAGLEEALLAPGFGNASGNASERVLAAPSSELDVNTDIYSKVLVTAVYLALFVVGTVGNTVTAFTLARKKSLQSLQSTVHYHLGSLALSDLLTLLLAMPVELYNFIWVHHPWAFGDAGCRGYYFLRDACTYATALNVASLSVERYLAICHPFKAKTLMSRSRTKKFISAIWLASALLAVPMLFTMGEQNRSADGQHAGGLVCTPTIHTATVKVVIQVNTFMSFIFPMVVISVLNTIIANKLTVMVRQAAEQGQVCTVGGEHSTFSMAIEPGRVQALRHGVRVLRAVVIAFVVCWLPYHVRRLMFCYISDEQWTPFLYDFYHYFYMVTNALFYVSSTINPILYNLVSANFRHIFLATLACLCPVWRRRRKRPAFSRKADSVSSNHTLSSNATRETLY
# Yfh1-off respiration – enhancers of respiration in Yfh1-depleted yeast, dose response, Friedreich's ataxia, plus single-dose screen (AID 1465); S. cerevisiae Yfh1-off respiration, WST-1 reduction, 72 h; higher fold induction means a stronger effect; fold induction at 50 µM, or EC50 in µM where a hit was titrated; 220,000 compounds, 0.074% hits;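 active = fold induction of absorbance versus untreated yeast above a set limit, then at least 30% activation at any dose in follow-up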;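 note: activators that raise dye reduction in frataxin-depleted yeast; strong numbers were not always called active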
# NOD1 inhibition – NOD1 signaling inhibitors, primary screen, cell-based, luminescence, uHTS (AID 1578); 290,000 compounds, 1% hits; NOD1-driven NF-kB luciferase reporter cells, luminescence; higher % means a stronger effect; inhibition, % at 4 µM; hits with a dose series show EC50 in µM; in the data active = inhibition mostly above about 36%, no sharp cut-off; inactive = mostly below about 34%;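 note: HEK-293T reporter cells stimulated with the NOD1 agonist gamma-tri-DAP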
# CSM14.1 death rescue – rescue of cells from ER stress-induced death, primary screen, 384-well, CSM14.1, thapsigargin, ATP luminescence (AID 1222); CSM14.1 thapsigargin-induced death rescue, ATP luminescence; higher % means a stronger effect; cellular ATP content (survival), % at 20 µM; hits with a dose series show EC50 in µM; 190,000 tested, under 10 active;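 active = EC50 below 50 µM in the dose-response confirmation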;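 note: death triggered by thapsigargin at about 15 µM added after 2 h compound pretreatment; cell ATP read after overnight thapsigargin exposure of roughly 18 to 22 hours; normalized against plate controls of thapsigargin alone and 5% DMSO vehicle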
# KOR beta-arrestin-2 – KOR antagonists, beta-arrestin recruitment, cell-based, luminescence, uHTS (AID 1778); Kappa-type opioid receptor (Homo sapiens); KOR beta-arrestin recruitment, luminescence, antagonist mode; higher % means a stronger effect; inhibition, % at 10 µM, or IC50 in µM where a hit was titrated; 290,000 compounds, 0.091% hits; note: strong numbers were not always called active
# NTR1 agonist cell count 20 µM – second read-out of NTR1 agonist, no call of its own (marks repeat the call); cell count; measured here: cell count, cytotoxicity flag
# Starred values were filed as active, the others as inactive; i = inactive; / = no result given; [ ] = another dose, or the depositor's remark. Cut-off read from the data, not from the text of the source, unless noted: active = inhibition above about 50%; inactive = the rest. Not all compounds are listed; count on the stated rates, not on these rows.
SMILES,GPR55 activation,TNAP activators,KOR beta-arrestin-1,HEK293 NOD2/NF-kB,NTR1 agonist,NTR1 agonist cell count 20 µM,Yfh1-off respiration,NOD1 inhibition,CSM14.1 death rescue,KOR beta-arrestin-2
O=C(NNC(=O)c1c(F)cccc1F)c1ccccc1OC(F)(F)F,1.2%,/,3.7%,10%,0.5,53,i,-3%,/,10%
CC(C)N1CCN(c2ccc(S(=O)(=O)N3CCOCC3)cn2)CC1,-0.1%,/,1.3%,5%,0.4,59,/,-41%,/,-13%
COc1ccccc1NC(=O)C1C2C=CC(O2)C1C(=O)O (configuration not stated),-0.2%,1.1,-6.6%,6%,0.1,49,i,-2%,-1.6%,-33%
CC1CCCCC1NC(=O)COC(=O)c1ccc2ccccc2n1 (configuration not stated),-1.1%,1.2,1.0%,10%,1.1,65,i,-16%,-1.0%,-3%
O=C(O)CC(C(=O)O)n1nc(-c2ccccc2)cc1-c1ccccc1 (configuration not stated),-0.3%,0.9,-2.8%,2%,-4.0,65,/,-10%,2.1%,19%
Cc1csc(NC(=O)Cc2c(F)cccc2Cl)n1,0.0%,/,6.6%,-34%,4.3,57,/,-28%,/,-14%[20 µM]
NS(=O)(=O)c1ccc(CCNC(=O)C2CCN(S(=O)(=O)c3ccccc3)CC2)cc1,0.8%,1.1,-2.1%,9%,0.5,42,i,-30%,-0.4%,3%
COc1ccccc1/C=C1\CCC(C2CCCC2)C1=O (configuration not stated),-0.1%,/,3.5%,-47%,6.8,92,/,-3%,/,-12%
CCOC(=O)CNC(=O)c1cn(CC(C)C)c(=O)c2cc(OC)c(OC)cc12,0.3%,1,-1.7%,10%,-2.2,82,i,-19%,-0.4%,0%
Cc1ccccc1-c1nnn(CC(=O)NCc2ccc3c(c2)OCO3)n1,0.0%,1.1,-3.5%,-25%,-2.6,89,i,-17%,-1.3%,30%
O=C(NC1CCN(Cc2ccccc2)CC1)c1c(Cl)cccc1Cl,-0.1%,/,-5.3%,4%,-0.7,86,/,-10%,/,19%
CCC1=Nc2cc(C(=O)NCCN3CCOCC3)ccc2Sc2ccccc21,-0.2%,/,6.1%,8%,0.9,55,/,-20%,/,11%
Cc1ccc(NC(=O)C2CCCN(C(=O)c3ccc(Cl)cc3)C2)cc1C (configuration not stated),-0.4%,1.2,-0.6%,-36%,1.6,49,i,-48%,-2.7%,-6%
Cc1ccc(CSCCNC(=O)c2ccccc2)cc1,-0.1%,1.1,2.5%,-2%,-1.5,58,i,-3%,-3.4%,12%
CCN1CCCC1CNC(=O)C(NC(=O)C1CCC(C)CC1)C(C)C (configuration not stated),0.3%,1.1,1.8%,1%,3.1,8,/,-2%,-2.7%,-18%
Cc1ccc(C(=O)CSc2cc(C)[nH]c(=O)n2)cc1,0.3%,/,7.0%,-67%,-1.5,63,/,-44%,/,-37%
Cc1ccc(CNCC(=O)Nc2ccc(N3CCOCC3)cc2)cc1,0.1%,/,0.9%,2%,-1.9,56,i,-7%,/,-24%
O=C(CCCOc1ccc(Cl)cc1)N1CCOCC1,-0.1%,1.1,-4.6%,3%,-1.7,90,i,-14%,-1.6%,33%
O=C(Cc1cccs1)Nc1nc2c(s1)CCCC2,-0.1%,1,7.5%,-103%,-1.8,83,i,-30%,0.0%,-11%
CCCCc1cc(=O)oc2cc(C)cc(OCC(=O)Nc3ccccn3)c12,-0.1%,/,0.2%,-17%,9.1,63,/,-52%,/,-166%

# 3 entries from above in another layout.
# Fields: GPR55 activation	TNAP activators	KOR beta-arrestin-1	HEK293 NOD2/NF-kB	NTR1 agonist	NTR1 agonist cell count 20 µM	Yfh1-off respiration	NOD1 inhibition	CSM14.1 death rescue	KOR beta-arrestin-2
> Cc1ccc(CNCC(=O)Nc2ccc(N3CCOCC3)cc2)cc1
    0.1%	/	0.9%	2%	-1.9	56	i	-7%	/	-24%
> O=C(CCCOc1ccc(Cl)cc1)N1CCOCC1
    -0.1%	1.1	-4.6%	3%	-1.7	90	i	-14%	-1.6%	33%
> O=C(Cc1cccs1)Nc1nc2c(s1)CCCC2
    -0.1%	1	7.5%	-103%	-1.8	83	i	-30%	0.0%	-11%

# (cont.)
SMILES,GPR55 activation,TNAP activators,KOR beta-arrestin-1,HEK293 NOD2/NF-kB,NTR1 agonist,NTR1 agonist cell count 20 µM,Yfh1-off respiration,NOD1 inhibition,CSM14.1 death rescue,KOR beta-arrestin-2
CCOC(=O)c1c(NC(=O)CSc2nnc(C)s2)sc2c1CCC(C)C2 (configuration not stated),0.7%,1.1,1.8%,-3%,12,67,i,-16%,-4.6%,-46%
CC1CN(C(=O)c2ccc(COCC(F)(F)F)o2)CC(C)O1 (configuration not stated),0.0%,1.1,-5.5%,-3%,-0.3,64,i,-16%,-0.5%,12%
O=C(O/N=C1/CCCc2occc21)c1ccc(Cl)cc1Cl,-0.2%,/,3.9%,-14%,1.2,34,i,-11%,/,10%
O=C(N/N=C/c1cc(Br)ccc1O)C(=O)Nc1ccccc1OC(F)(F)C(F)F,-0.1%,0.8,-1.7%,40%,/,/,i,24%,0.7%,-28%
N#Cc1sc2nc3c(cc2c1N)CCCC3,0.1%,1.1,1.1%,3%,2.0,42,i,-34%,-0.4%,11%
O=C(c1ccccc1)N1CCN(C2CCCCC2)CC1,0.6%,1.1,8.8%,-10%,-0.8,29,i,-16%,-1.1%,27%
Cc1onc(-c2c(Cl)cccc2Cl)c1C(=O)OCC(=O)c1ccccc1,0.3%,/,6.4%,6%,0.2,50,i,-2%,/,33%
CSc1ccc(S(=O)(=O)N2CCC(C(=O)NCCc3ccccc3)CC2)cc1,0.3%,/,6.1%,-26%,-1.2,57,/,-40%,/,-30%[20 µM]
Cn1ccnc1C(=O)C1CCCN(Cc2cn[nH]c2-c2ccc(-c3ccccc3)cc2)C1 (configuration not stated),0.3%,1,-3.2%,7%,4.2,57,i,-36%,-2.1%,-24%[20 µM]
COc1ccccc1Nc1ncccc1[N+](=O)[O-],-0.2%,/,-4.1%,13%,1.1,81,/,-27%,/,4%

# 3 entries out of the list, arranged by length of the SMILES, largest number first.
SMILES,GPR55 activation,TNAP activators,KOR beta-arrestin-1,HEK293 NOD2/NF-kB,NTR1 agonist,NTR1 agonist cell count 20 µM,Yfh1-off respiration,NOD1 inhibition,CSM14.1 death rescue,KOR beta-arrestin-2
CSc1ccc(S(=O)(=O)N2CCC(C(=O)NCCc3ccccc3)CC2)cc1,0.3%,/,6.1%,-26%,-1.2,57,/,-40%,/,-30%[20 µM]
CCOC(=O)c1c(NC(=O)CSc2nnc(C)s2)sc2c1CCC(C)C2 (configuration not stated),0.7%,1.1,1.8%,-3%,12,67,i,-16%,-4.6%,-46%
COc1ccccc1Nc1ncccc1[N+](=O)[O-],-0.2%,/,-4.1%,13%,1.1,81,/,-27%,/,4%

# Next part
SMILES,GPR55 activation,TNAP activators,KOR beta-arrestin-1,HEK293 NOD2/NF-kB,NTR1 agonist,NTR1 agonist cell count 20 µM,Yfh1-off respiration,NOD1 inhibition,CSM14.1 death rescue,KOR beta-arrestin-2
O=C(C[n+]1cccc(CNC(=O)c2ccc(OC(F)F)cc2)c1)Nc1ccc(SC(F)F)cc1,0.3%,1,-0.4%,8%,-0.8,42,i,-29%,-4.9%,14%
COC(=O)c1sc2ccccc2c1NC(=O)c1ccc(S(=O)(=O)N2CCCC(C)C2)cc1 (configuration not stated),0.5%,1.2,-3.6%,-1%,0.4,39,i,-14%,4.3%,-4%
CCNc1c(NS(=O)(=O)c2ccc(C3CCCCC3)cc2)c(=O)oc2ccccc12,-0.2%,/,3.0%,36%,-1.1,44,/,43%,/,-44%
COC(=O)c1ccc(CN2CCC(n3nccc3NC(=O)C3CCCC3)CC2)cc1,-0.1%,/,-4.2%,24%,0.1,50,/,6%,/,5%
CC(=O)N(C)c1ccc(OCC(O)CN(Cc2ccco2)S(=O)(=O)c2ccc(C)cc2)cc1 (configuration not stated),0.2%,1.1,4.6%,8%,0.3,100,i,-7%,-3.8%,-58%
COc1ccc(CCN2CC(C(=O)NCc3nc(C)c(C)s3)CCC2=O)cc1 (configuration not stated),-0.1%,/,11%,1%,0.1,56,/,0%,/,10%
O=C(c1noc2c1CCCC2)N1CCN(Cc2ccccc2)CC1,0.3%,1,-1.6%,9%,1.6,76,i,-4%,-1.8%,-3%
Cc1cccc(C)c1NC(=O)COn1nnc2ccc(C(F)(F)F)cc21,0.2%,1.1,0.1%,6%,-0.1,87,i,-17%,0.3%,15%
COc1cccc(N(CC(=O)NC2CCCC2)C(=O)Cn2nnc(-c3ccc(C)o3)n2)c1,-0.1%,/,-2.2%,1%,-1.1,52,/,-26%,/,-8%
CCOC(=O)C1=C(C)N=C2SC(C)C(=O)N2C1c1cccc(F)c1 (configuration not stated),-0.1%,1.1,-0.7%,1%,1.8,58,i,0%,0.3%,0%
COc1ccc(C)cc1Nc1n[n+](-c2ccccc2)c(-c2ccc(SC)cc2)s1,1.1%,/,-2.2%,-34%,2.0,64,/,18%,/,-23%[20 µM]
CCOC(=O)C1=C(C)N=C2SC(C)C(=O)N2C1c1ccccc1 (configuration not stated),-0.1%,1.1,/,22%,-2.2,65,i,-26%,-0.5%,-2%[20 µM]
COc1ccc2cc[nH]c2c1,0.1%,1,6.7%,-6%,-0.1,61,i,-5%,1.7%,-14%
Fc1ccc(Oc2nnnn2-c2ccccc2)cc1,-0.1%,1.1,-1.5%,0%,0.3,43,i,-40%,0.2%,-34%[20 µM]
O=C(Nc1ccc(Oc2ccccc2)nc1)C1CCN(Cc2ccco2)CC1,0.3%,/,7.3%,8%,1.2,56,/,-18%,/,3%
COc1ccc(CNC(=O)N2CCN(c3cccc(Cl)c3)CC2)cc1OC,-0.1%,/,3.0%,8%,5.2,43,/,8%,/,-27%
Cc1ccccc1C(=O)N1CCC(n2nccc2NC(=O)CCOc2ccccc2)CC1,0.3%,/,3.4%,-30%,0.4,59,/,-8%,/,-10%
